# Phagocyt inh: inhibitors of macrophage phagocytosis, primary screen, imaging, J774A.1 cells, IgG beads. J774A.1 macrophage IgG-bead phagocytosis. inhibition, % at 5 µM. 0.07% of 110,000 active. AID 1029, 2008;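 active = inhibition above the mean of the plate negative controls plus 5 SD, cut at about 13% in these data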;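 also: phagocytic index as fraction of beads internalized from green versus red external bead signal; plate controls were DMSO negative control for no effect and cytochalasin-D positive control for full effect; some results beyond the cut were filed as inactive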
# HCT116 bCat-KO: primary screen for growth suppressors in beta-catenin knockout HCT116 cells (colon tumor, human) | HCT116 beta-catenin knockout viability, CellTiter-Glo, 60 h; active compounds read low | viability, % at 10 µM | 1.5% of 140,000 active;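 active = viability at or under a set limit, the compound median less 4 SD, cut at about 6% in these data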;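 also: 0% = Hyamine 1622 control at 20 µM and 100% = untreated cell control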
# PTEN del growth: growth suppression of PTEN-null HCT116, primary screen, cell-based, CellTiter-Glo; HCT116 PTEN-null viability, 60 h; active compounds read low; viability, % at 10 µM; 1.2% of 140,000 active;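 active = viability at or below a set limit, 4 SD under the median of all tested compounds, cut at about 3.7% in these data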;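 also: PTEN knockout HCT116 line with beta catenin targeted HCT116 as companion control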
# MRP-1 activ: H69AR viability gain despite doxorubicin, primary screen, MRP-1 activator project, H69AR cells, CellTiter-Glo; viability rescue; viability increase, % at 10 µM; 0.61% of 140,000 active; AID 799, 2007;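 active = viability gain under doxorubicin at or above a set limit, the compound median plus 3 SD, cut at about 4.7% in these data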;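 also: MRP-1 overexpressing cells given doxorubicin 25 µM after compound pretreatment; 18-22 h compound pretreatment then 72 h with doxorubicin before readout; 0% = doxorubicin-only wells and 100% = vehicle-treated cells without doxorubicin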
# Yeast lifespan up: compounds extending yeast replicative lifespan, primary screen, S. cerevisiae, OD615 | inhibition of the nicotinamide effect, % at 10 µM | 0.68% of 130,000 active | S. cerevisiae growth with nicotinamide; deaD strain in restrictive glucose medium;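 active = inhibition above a set limit, placed 3 SD over the median of all compounds, cut at about 26% in these data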;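 also: 0% = nicotinamide-treated wells and 100% = cells grown without nicotinamide; some compounds called inactive have numbers as strong as hits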
#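 Assay system: engineered S. cerevisiae DeaD replicative-lifespan strain, galactose-grown log-phase cells; Buffer or medium: CSMM-D glucose medium, restrictive; Probe or stimulus: nicotinamide 1.5 mM; Compound: single dose 10 µM compound, 0.25% DMSO; Schedule: 4 h preincubation then 48 h treatment at 30 °C; Technique: OD615 measurement.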
# E-sel TNF inh: E-selectin induction blockers in HUVEC – imaging, immunofluorescence, high content, primary screen; HUVEC TNFa-induced E-selectin immunofluorescence; inhibition, % at 2 µM; 0.71% of 120,000 active;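 active = inhibition above the batch mean plus 3 SD, and confirmed as a hit on visual image review, cut at about 43% in these data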;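 also: 0% = TNF-stimulated DMSO wells and 100% = unstimulated control wells; not every result past the cut was called active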
# Measles CPE: compounds protecting cells from measles virus cytopathic effect, primary screen, measles RdRp inhibitor project, single point, MLSMR library, absorbance | AID 841, 2007 | protection (pct of control), % at 4 µM | Measles virus-infected cells, CPE protection | 1.5% of 140,000 active; in the data active = protection mostly above about 24%, no sharp cut-off; inactive = mostly below about 26%; also: some compounds called inactive have numbers as strong as hits
# NPY Y2 blocker: NPY-Y2 receptor antagonists, primary screen, cell-based | Neuropeptide Y receptor type 2 (Homo sapiens), P49146 | NPY-Y2 expressing cells, antagonist mode | inhibition, % at 2.7 µM | 0.99% of 140,000 active | AID 793, 2007; in the data active = inhibition above about 17%;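 also: 0% = vehicle with agonist challenge and 100% = reference antagonist with challenge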
# Target sequence (P49146 whole entry, looked up): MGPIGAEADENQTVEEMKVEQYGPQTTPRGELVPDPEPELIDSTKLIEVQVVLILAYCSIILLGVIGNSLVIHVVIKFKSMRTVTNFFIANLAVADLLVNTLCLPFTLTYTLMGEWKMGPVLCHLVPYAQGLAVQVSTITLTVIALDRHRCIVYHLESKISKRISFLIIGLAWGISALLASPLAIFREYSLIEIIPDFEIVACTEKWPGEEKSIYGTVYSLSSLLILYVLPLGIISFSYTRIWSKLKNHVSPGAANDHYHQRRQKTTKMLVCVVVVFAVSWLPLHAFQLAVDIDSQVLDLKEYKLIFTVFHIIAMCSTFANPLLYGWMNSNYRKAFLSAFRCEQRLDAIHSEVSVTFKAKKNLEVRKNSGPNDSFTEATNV
# GALR2 antag: GALR2 antagonists in receptor-expressing cells, primary screen; 0.39% of 140,000 active; antagonist mode; Galanin receptor type 2 (Homo sapiens), O43603; inhibition, % at 4 µM; AID 828, 2007; in the data active = inhibition above about 27%;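 also: cells stimulated with galanin 1-16 at roughly its EC80; 0% = agonist challenge control and 100% = basal control without agonist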
# Target sequence (O43603 whole entry, looked up): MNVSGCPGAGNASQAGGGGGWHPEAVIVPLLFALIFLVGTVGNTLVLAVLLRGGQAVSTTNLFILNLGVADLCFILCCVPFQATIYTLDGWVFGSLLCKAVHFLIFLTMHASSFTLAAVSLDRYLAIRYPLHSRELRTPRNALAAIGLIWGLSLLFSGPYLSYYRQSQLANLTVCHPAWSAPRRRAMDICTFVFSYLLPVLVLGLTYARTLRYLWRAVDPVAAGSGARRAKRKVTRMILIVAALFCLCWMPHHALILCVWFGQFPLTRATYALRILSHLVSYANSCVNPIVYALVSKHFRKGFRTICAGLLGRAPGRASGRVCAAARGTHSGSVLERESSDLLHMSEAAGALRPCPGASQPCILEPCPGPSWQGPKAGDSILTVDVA
# Yeast growth inh: growth inhibitors of yeast BB579 in restrictive medium, primary screen, yeast lifespan-shortening project, S. cerevisiae. OD615, 48 h. inhibition, % at 10 µM. 0.51% of 140,000 active;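 active = inhibition above a set limit, 3 SD over the mean compound inhibition, cut at about 44% in these data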; also: inactives centre near -24
#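 Test system: Saccharomyces cerevisiae DeaD strain BB579, replicative lifespan model yeast | Buffer or medium: Restrictive CSMM-D medium | Doses: One dose, 10 µM compound with 0.25% DMSO | Incubation: 48 h exposure, 30 °C | Detection: Culture absorbance at 615 nm | Control set: Amphotericin B at 10 µg/mL as positive control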
# Active calls of the source: *; . = not tested or not shown. Not a hit list. About 6.1% of those tested had a hit in this group.
SMILES,Phagocyt inh,HCT116 bCat-KO,PTEN del growth,MRP-1 activ,Yeast lifespan up,E-sel TNF inh,Measles CPE,NPY Y2 blocker,GALR2 antag,Yeast growth inh
COc1ccccc1N1CCN(C(=O)c2cc(-c3ccc4c(c3)OCO4)on2)CC1,1,99,94,-2.4,-3,.,29,1,-5,-22
CC(C)(C)C(=O)c1sc(Nc2ccccc2)nc1N,0,74,69,-5.1,-15,-25,6,0,-15,-10
Nc1nc2nc(-c3ccc(Cl)cc3)cc(C(F)(F)F)n2n1,0,88,104,0.1,-11,-4,6,3,1,-50
CCCCCCc1nc2c(=O)[nH]c3ccccc3c2o1,-2,98,102,-3.4,1,.,11,5,10,-6
O=C(CCCOc1ccccc1)NCc1ccco1,-1,98,98,-2.6,-11,-19,8,3,-5,-33
CS(=O)(=O)Nc1ccc(C(=O)Nc2ccccc2C(=O)N2CCCC2)cc1,0,100,98,0.6,-4,4,14,2,-4,-22
Cn1c(CN2CCCCC2)nc2cc(NC(=O)c3ccccc3Cl)ccc21,.,80,88,-3.4,-15,3,6,0,0,-32
COc1ccc(NC(=O)C(C)Sc2nnc3c4c(nc(-c5ccc(OC)cc5)n23)CC(C)(C)OC4)cc1 (stereo unspecified),-5,63,23,-4.3,-1,.,4,2,0,-29
COc1ccc(OC)c(NC(=O)C2CCN(S(=O)(=O)c3c(C)noc3C)CC2)c1,.,84,94,-2.1,-18,0,5,-3,8,-35
O=C(c1ccco1)N1CCN(C(=O)c2nn3cccnc3c2Cl)CC1,.,99,98,-3.0,-4,-10,10,-3,0,-41
COCCNC(=O)CSc1nc2cc(OC)c(OC)cc2c(=O)n1Cc1ccco1,.,94,88,-3.0,-10,-34,21,-1,-6,-23
O=C(Nc1nc2nccc(-c3ccccc3)n2n1)c1ccc(F)cc1,-8,103,105,2.4,4,.,15,-1,2,-9
CCOc1ccc(/C(O)=C2/C(=O)C(=O)N(CC3CCCO3)C2c2ccco2)cc1 (stereo unspecified),.,95,93,-2.9,.,-3,26,6,3,-19
CCOC(=O)C(Cc1ccccc1)NS(=O)(=O)c1ccc(NC(C)=O)cc1 (stereo unspecified),.,75,84,-2.0,-20,7,3,-1,9,-31
Cc1ccc(OCC(=O)O/N=C(\N)Cc2ccc(Cl)cc2)cc1,-3,85,98,-1.3,-4,-8,18,21*,-12,-29
CCC(=O)N1CCc2cc(Br)cc(S(=O)(=O)NCCN3CCCCC3CC)c21 (stereo unspecified),-1,90,78,-3.2,-16,.,5,4,3,-5
Cn1c(SCC(=O)NC(=O)NCc2ccco2)nnc1C(F)(F)F,0,95,98,-1.3,-11,28,9,1,4,-47
CCNc1nc(SCC(=O)OC)nc(N2CCOCC2)n1,0,96,102,-0.9,-5,-34,19,1,-4,-19
O=C1C2CCCCC2C(=O)N1c1cccc(OS(=O)(=O)c2ccccc2)c1 (stereo unspecified),-9,100,100,-2.6,-2,.,7,2,1,-4
O=C(C1CCCN1S(=O)(=O)c1ccc(Cl)c(Cl)c1)N1CCCCC1 (stereo unspecified),.,93,95,-1.4,4,.,19,0,7,-46
O=C(c1cc(-c2ccccn2)nc2c(Cl)cccc12)N1CCN(S(=O)(=O)c2ccccc2)CC1,1,84,75,-1.4,1,-11,8,10,12,-30
CS(=O)(=O)N(CC(=O)NCCSCc1cccc(Cl)c1)c1ccc2c(c1)OCO2,0,102,97,-0.4,-6,-14,8,2,4,-4
O=C(NCCCN=C1NS(=O)(=O)c2ccccc21)c1ccncc1,.,110,57,-0.6,-1,-13,40,2,-8,-43
Cc1cc(C2C(C#N)=C(N)SC(N)=C2C#N)c(C)s1,0,110,91,-1.0,-5,-10,6,1,-6,-58
CCn1c(SCC(=O)N/N=C/c2ccc(C)o2)nnc1-c1ccccc1,-1,94,105,-1.8,-16,-27,7,0,-6,-21
SMILES,Phagocyt inh,HCT116 bCat-KO,PTEN del growth,MRP-1 activ,Yeast lifespan up,E-sel TNF inh,Measles CPE,NPY Y2 blocker,GALR2 antag,Yeast growth inh
COc1ccc(S(=O)(=O)N(CC(=O)NCC2CCCO2)c2ccccc2)cc1OC (stereo unspecified),-1,83,97,0.3,-10,13,4,2,0,22
Cc1cc2c(N=NC(=O)CCc3ccccc3)c(O)[nH]c2cc1Br,-12,84,88,-2.0,0,.,7,5,4,-9
COc1ccc(-c2nnc(NC(=O)c3ccc(S(=O)(=O)N4COCC4(C)C)cc3)o2)cc1,-1,16,14,-3.3,-7,-33,4,3,-13,-30
CCc1nnc(NS(=O)(=O)c2ccc(NC(=S)NC(=O)c3ccc(F)cc3)cc2)s1,.,98,105,-0.7,0,.,16,2,-17,-7
CCCCOc1ccc(-c2nnc(-c3ccncc3)o2)cc1,-1,71,66,-0.3,-30,-22,5,4,-1,-5
CCc1ccc(OCC(=O)O/N=C(\N)Cc2ccc([N+](=O)[O-])cc2)cc1,-4,86,95,0.1,11,.,4,13,0,-44
CC(=O)c1cc(C#N)c(SCC(=O)O)nc1C,0,108,102,0.5,6,-27,8,0,-5,-49
CCCn1c(SCC(=O)Nc2nc(-c3ccc(OC)cc3)cs2)nc2c1c(=O)n(C)c(=O)n2C,-5,100,97,-2.3,6,-6,6,3,4,-61
CC(C)c1onc(C(=O)N(C)Cc2ccccc2)c1[N+](=O)[O-],-5,78,77,-4.4,2,11,5,3,0,-17
S=C(NCc1ccccc1)NCc1ccc(CNC(=S)NCc2ccccc2)cc1,0,96,106,-0.2,2,8,20,0,19,-33
Cc1nn(C(=O)c2cccs2)c(C)c1CN1C(=O)c2ccccc2C1=O,0,76,88,-1.5,-10,-14,16,0,1,-71
Cc1nn(Cc2ccccc2)c(C)c1NC(=O)c1cc(-c2cccs2)on1,-2,75,66,4.8*,-12,.,18,-3,8,-2
c1ccc2c(c1)[nH]c1c(N3CCCC3)ncnc12,2,18,25,-3.4,-20,-8,18,3,21,-4
Cc1cc(N2CCCCC2)n2nc(C)c(-c3ccccc3)c2n1,3,72,67,-2.2,-22,-4,31,-1,0,-54
CC1CCN(CCCNC(=O)c2ccc(CSCc3cccc(Cl)c3)o2)CC1,-1,69,81,-5.5,-5,-13,8,17*,-2,9
CSc1nnc(-c2ccccc2)o1,0,104,103,1.0,-8,.,23,2,-7,-42
O/N=C(\c1ccc(Cl)cc1)c1ncc(C(F)(F)F)cc1Cl,-2,81,74,0.0,2,17,11,8,-1,-61
Cc1cccc(CN2CCN(C(=O)c3ccccc3F)CC2)c1,0,90,95,-0.1,1,2,7,6,13,-27
N/C(=N\OC(=O)C12CC3CC(CC(C3)C1)C2)c1cccnc1,2,97,97,-4.2,-1,-51,26,10,-8,-47
CCOC(=O)c1nn(-c2ccc(C)cc2)c2nc(Nc3ccccc3)cc(=O)n12,-1,87,97,-2.0,-7,-29,9,4,11,-49
COC(=O)CCC(=O)Nc1ccccc1C(N)=O,0,85,96,-0.2,-2,2,19,1,6,4
CCN1C(=O)/C(=C\N2CCN(c3ccc(F)cc3)CC2)SC1=S,2,89,79,-0.9,-11,8,6,0,-2,-38
O=C(Nc1ccc(C(F)(F)F)cc1)C1(c2ccccc2)CC1,-15,93,94,0.0,-7,.,.,4,-1,-23
Cn1c(N)c(C(=O)c2cc(-c3ccccc3)nc3ccccc23)c(=O)n(C)c1=O,.,94,102,-0.1,-5,-14,3,1,5,-99
COc1cccc(N(C(=O)CNC(=O)c2ccco2)C(C(=O)NC2CCCC2)c2ccncc2)c1 (stereo unspecified),3,90,88,-0.6,-2,-26,6,0,1,-9
SMILES,Phagocyt inh,HCT116 bCat-KO,PTEN del growth,MRP-1 activ,Yeast lifespan up,E-sel TNF inh,Measles CPE,NPY Y2 blocker,GALR2 antag,Yeast growth inh
CC(=O)c1cccc(NC(=O)c2ccc(N(Cc3ccccc3)S(C)(=O)=O)cc2)c1,-2,74,85,0.7,-5,-6,3,-1,14,-49
Cc1cccc(N(C)C(=O)c2cc3cc4ccc(C)cc4nc3o2)c1,-1,40,42,-4.8,10,-8,1,4,-11,-11
O=C(Nc1nnc(SCC(=O)N2CCCCC2)s1)c1cccs1,-1,83,88,0.2,1,-8,34,3,2,1
CCc1nnc(SCC(=O)Nc2ccccc2)nc1CC,-1,93,108,0.9,-9,.,8,2,-2,-34
Cc1nc2c3ccccc3n(CCN3CCCCC3)c2s1,-1,89,92,-3.0,-3,-16,3,3,7,21
Cc1ccc(-c2noc(CN(C(=O)C34CC5CC(CC(C5)C3)C4)C(C)C)n2)cc1,.,99,100,-1.7,-21,3,5,2,-2,-35
COC(=O)c1nnn(CC(=O)Nc2cccc(Cl)c2C)c1C(=O)OC,0,104,109,-0.4,0,2,5,5,1,-54
CCC(C(=O)c1ccc2ncccc2c1)c1ccccc1 (stereo unspecified),-12,86,79,1.0,-2,0,4,0,18,7
CN(C)c1ccc(NC2=C(Cl)C(=O)c3ccccc3C2=O)cc1,-10,1.6*,1.5*,-2.6,4,.,4,0,41*,-46
Cn1c(=O)c2c(nc(NCCCO)n2Cc2cccc(C(F)(F)F)c2)n(C)c1=O,-1,90,88,-0.1,-11,-3,5,-2,2,12
CCn1c(SCC(N)=O)nnc1-c1ccc2[nH]c(C)c(C)c2c1,-2,103,95,-1.8,-7,-9,0,2,2,14
Cc1ccc(Cn2cccc2C2=NC(C)CO2)cc1 (stereo unspecified),.,90,97,-0.7,-3,-3,17,3,-4,-19
CC(=O)Oc1c2occc2cc2ccc(=O)oc12,-1,95,84,-1.8,-13,.,6,1,-8,-56
COc1ccccc1-c1c(C)c(C)nc(N)c1C#N,-1,92,101,-1.6,9,44,22,-2,6,-51
CC1(c2ccccc2)NC(=S)N2C1NC(=S)N2c1ccccc1 (stereo unspecified),-1,100,96,-2.7,-5,-4,3,11,3,-17
Cc1[nH]nc(Nc2ccccc2)c1[N+](=O)[O-],.,97,91,-0.6,-16,6,5,-2,0,15
C=CCO/N=C(/C)c1c(O)c(CC)c(-c2ccccc2)n(-c2ccccc2)c1=O,.,93,99,0.0,.,4,7,9,6,-29
Cc1ccc(Cl)cc1Nc1nc(-c2sc(NC(=O)c3ccccc3)nc2C)cs1,.,98,90,-1.4,-4,-11,4,-1,1,-84
CCOC(=O)c1cc(NC(=O)COc2ccc([N+](=O)[O-])cc2)cc(C(=O)OCC)c1,-10,99,105,-0.3,2,.,9,2,14,-1
COC(=O)CSc1nc2sc(C)c(C)c2c(=O)n1C,0,90,100,0.7,-10,.,6,2,-11,9

# Screening results: PubChem BioAssay, several laboratories
